D2 antag – HTS Assay for Allosteric Antagonists of the Human D2 Dopamine Receptor: Primary Screen for Antagonists. D(2) dopamine receptor (Homo sapiens), P14416. HEK293 TREx D2 cells, calcium flux, dopamine EC80. inhibition, % at 10 µM. hit rate 2% among 340,000; in the data active means inhibition above about 30%; further: 0% is about no effect
Target sequence (P14416 whole entry, looked up): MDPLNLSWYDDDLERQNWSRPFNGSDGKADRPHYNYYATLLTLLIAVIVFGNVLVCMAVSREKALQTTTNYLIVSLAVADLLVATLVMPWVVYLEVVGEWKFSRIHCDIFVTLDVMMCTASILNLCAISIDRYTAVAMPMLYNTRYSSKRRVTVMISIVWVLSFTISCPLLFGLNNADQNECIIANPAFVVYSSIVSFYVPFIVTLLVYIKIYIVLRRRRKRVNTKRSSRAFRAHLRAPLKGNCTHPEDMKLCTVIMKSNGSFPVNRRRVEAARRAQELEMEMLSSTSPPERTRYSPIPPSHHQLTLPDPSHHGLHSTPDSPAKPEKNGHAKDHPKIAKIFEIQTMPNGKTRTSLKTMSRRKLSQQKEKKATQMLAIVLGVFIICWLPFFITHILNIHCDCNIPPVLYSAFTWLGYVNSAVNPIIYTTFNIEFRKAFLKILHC
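Measurement of antagonist activity uses fluorescent calcium dye in inducible HEK293 T-REx D2 cells: 10 s baseline, compound addition with 180 s read, EC80 dopamine addition with a further 180 s read.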
D2 agonist – HTS Assay for Allosteric Agonists of the Human D2 Dopamine Receptor: Primary Screen for Agonists; D(2) dopamine receptor (Homo sapiens), P14416; HEK293 T-REx D2 cells, calcium flux agonist mode; activation, % at 2 µM; hit rate 0.53% among 340,000; AID 485358, 2010;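 active means activation over 3 SD above normal in the single-dose calcium agonist read, cut at about 30% in these data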; further: 0% is about no effect
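Calcium-flux readout, 1 cycle/sec over 180 s following compound pin transfer, in inducible HEK293 Trex D2 cells (force-coupled); dopamine controls included. Positive calcium responses during this window marked compounds as potential agonists.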
An asterisk follows results filed as active. An excerpt (hit frequency here may not be typical).

Order of values: D2 antag	D2 agonist
C/C=C/C(=O)Nc1cccc(C2=NOC3(C2)C[C@H](C(N)=O)N(C(=O)c2ccccc2C(=O)c2ccccc2)C3)c1 (stereo partly specified)
    -13	-0.3
CCCn1cnc2c(c1=O)c1nc3ccccc3nc1n2Cc1ccccc1OC
    -5	-2.0
O=C1C=C(O)c2c(O)cccc2C1=O
    -12	-2.9
O=C(NCc1ccc2[nH]c3c(c2c1)CCCC3)N1CCOCC1
    8	0.6
O=C(Oc1ccc(OC(=O)N2CCCCC2)cc1)N1CCCCC1
    -37	-2.0
CC(C)C(NC(N)=O)C(=O)NC1CCCCC1 (stereo unspecified)
    -3	0.7
CCCCNC(=O)Oc1cc(CCl)on1
    8	-0.1
O=C(CSc1nc(C2CC2)nc2ccccc12)N1CCc2ccccc2C1
    -11	-0.2
CC(OC(=O)c1ccc2ncsc2c1)C(=O)NCc1ccccc1 (stereo unspecified)
    16	-2.3
CCN1CCC(C(=O)NC2CCCC2)(N(Cc2cccs2)C(=O)Cn2nnc3ccccc32)CC1
    15	0.0
CCOc1ccccc1N/C(=N/c1nc(C)cc(C)n1)NC(=O)Nc1ccc(Cl)c(Cl)c1
    5	0.8
C[C@@H]1C[C@@H]2OC(=O)[C@]3(C)[C@H]2[C@@H](OC3(C)O)[C@]2(C)C(=O)CC[C@H]12 (stereo partly specified)
    9	-0.4
CCOc1ccc(N2CCCCn3c2nc2c3c(=O)[nH]c(=O)n2C)cc1
    11	0.0
CSc1nnc2c(n1)OC(C1CC=C(C)CC1)Nc1ccccc1-2 (stereo unspecified)
    -10	0.6
Cc1ccc(/C=C/C(=O)Oc2ccc(C#N)cc2)o1
    48*	0.1
COC(=O)c1ccc(NCC(=O)N2CCCCCC2)cc1
    2	-0.6
Cc1c(NC(=O)c2c(N)n(-c3ccccc3)c3nc4ccccc4nc23)c(=O)n(-c2ccccc2)n1C
    -4	-1.8
N=C(N)N1CCN(Cc2ccccc2)CC1
    20	42*
CCN(C(=O)c1ccc2c(Cl)c3c(nc2c1)CCC3)c1cccc(C)c1
    -22	0.3
COCCn1c(N/N=C(C)/C=C/c2ccccc2)nc2c1c(=O)[nH]c(=O)n2C
    -5	-1.1

The results go on:
Order of values: D2 antag	D2 agonist
CSc1nc(-c2ccco2)nn1S(=O)(=O)c1ccccc1
    2	0.0
COC(=O)c1[nH]c2cccc(OC)c2c1NC(=O)CCN1CCC(C(N)=O)CC1
    -18	-0.4
COc1ccc(NC(=O)c2cnc(C)cn2)c2ncccc12
    -18	1.3
COc1ccc(N2Cc3ccc(C(=O)N/N=C\c4ccc(O)cc4O)cc3C2)cc1
    -7	-0.8
C=CCn1cnc2c(c1=O)c1nc3ccccc3nc1n2Cc1ccccc1
    -21	0.1
CCOc1cc(N2CCOCC2)c(OCC)cc1NC(=O)c1ccc(=O)n(Cc2ccccc2)n1
    13	0.0
COc1ccccc1Nc1nn2c(=O)c3ccc(C(=O)NCc4cccnc4)cc3nc2s1
    -18	0.0
C[C@H]1CC[C@H]2C(=O)N3[C@H](c4cccc(N5CCCC5=O)c4)[C@@H](C)CC[C@H]3C(=O)N2[C@@H]1c1cccc(N2CCCC2=O)c1
    -8	-0.3
CCOC(=O)C1=C(C)NC2=C(C(=O)CCC2)C1c1ccsc1 (stereo unspecified)
    7	1.1
c1ccc(COCCC2CO2)cc1 (stereo unspecified)
    -1	0.1
Cc1c(Cl)cn2c(=O)cc(CN(C)Cc3nc4ccccc4c(=O)[nH]3)nc2c1Cl
    -2	-3.7
Cc1ccc(C(=O)N[C@@H](C)CN2C3=NC[C@H](C)N3C[C@H]2Cc2ccc(O)cc2)cc1Br
    6	-0.1
CCOC(=O)CCCCC(=O)c1[nH]c(=O)[nH]c1CSc1nnc2c3cc(Br)ccc3n(C)c2n1
    0	0.3
Cc1cccc(-n2c(-c3cccc([N+](=O)[O-])c3)nc3nc4ccccc4nc32)c1
    9	0.5
Cn1c(N)c(C(=O)COC(=O)c2cc(-c3ccco3)nc3ccccc23)c(=O)n(Cc2ccccc2)c1=O
    11	0.5
O=C(CN1CCN(Cc2ccc3c(c2)OCO3)CC1)N1CCc2[nH]c3ccccc3c2C1
    -3	0.9
Cc1ccc(CSCC2Nc3ccc(C(=O)N4CCN(c5cccc(C)c5)C(C)C4)cc3NC2=O)cc1 (stereo unspecified)
    -5	0.9
CN(C)c1ccc(/C=C/c2cc[n+]([O-])cc2)cc1
    21	26
CN1CCN(C(c2cc3cc4c(cc3[nH]c2=O)OCCO4)c2nnnn2C2CCCC2)CC1 (stereo unspecified)
    3	-0.8
COc1ccc(/C=C2\Sc3ccc(C(=O)N4CCc5ccccc5C4)cc3N(C)C2=O)cc1
    4	0.5

The results go on:
Order of values: D2 antag	D2 agonist
CCOC(=O)C1=C(N)n2c(s/c(=C/c3ccccc3)c2=O)=C(C(=O)OCC)C1c1ccccc1 (stereo unspecified)
    -2	-0.4
C#CCOCCOCCOCCNc1nc(N2CCN(C(=O)[C@H](Cc3ccc(O)cc3)n3cc(CCO)nn3)CC2)nc(N2CCN(C(=O)[C@H](Cc3ccc(O)cc3)n3cc(CCO)nn3)CC2)n1
    14	-0.5
CCN(CC)C(=O)CSc1ncnc2c(-c3ccc(OC)cc3)nsc12
    5	0.2
Cc1ccc2c(c1)nnn2C1CCN(C(=O)NC23CC4CC(CC(C4)C2)C3)CC1
    6	0.0
Cc1c(-c2ccccc2)oc2nc3c(c(=O)n(C)c(=O)n3C)n12
    -18	1.9
CC(=O)C1=C(C)NC(SCC(=O)c2ccc(C)cc2)=C(C#N)C1c1ccco1 (stereo unspecified)
    -7	1.6
Cn1c2ccccc2c(=O)n2c(=O)c3ccccc3cc12
    -10	-0.2
Cc1sc2nc(C(C)Sc3nnc(C)n3-c3ccccc3)[nH]c(=O)c2c1C (stereo unspecified)
    10	0.3
Cc1ccc2c(C)nc(NC3=NCN(Cc4ccccc4)CN3)nc2c1
    -2	0.5
CCOC(=O)c1c(C)[nH]c(C2=NNC(=Nc3cccc(Cl)c3)SC2)c1C
    0	-0.4
CCc1cccc(CC)c1NC(=O)CN1CCc2cc(OC)c(OC)cc2C1
    5	0.9
COc1ccc(-n2c(SCC(=O)Nc3ncc(Cl)cc3Cl)nc3ccccc32)cc1
    4	-1.2
O=[N+]([O-])C(=c1ccc2c(c1)N1C3=C(CCCC3)CC3CCCCC31N=2)[N+](=O)[O-] (stereo unspecified)
    -16	-1.4
c1ccc(C2CCC3(CC2)Oc2ccccc2C2CC(c4cccnc4)=NN23)cc1 (stereo unspecified)
    -4	-0.7
CC1=C(C#N)C(=O)N(C2CCS(=O)(=O)C2)C(=O)/C1=C\c1ccco1 (stereo unspecified)
    -11	0.0
CCOC(=O)C1=C(C)N=C2SC(C)C(=O)N2C1c1ccc(OC(C)=O)c(OCC)c1 (stereo unspecified)
    -1	0.0
CC(=O)c1ccc(N2CCN(C(=O)Cn3c(=S)[nH]c4ncccc4c3=O)CC2)cc1
    3	1.3
COc1ccc(OC)c(NC(=O)c2ccc3nc(-c4ccccc4)c(-c4ccccc4)nc3c2)c1
    -6	-0.3
Cc1ccsc1/C=C1/SC(N2CCOCC2)=NC1=O
    1	0.4
Cc1cc(C)c2nc3s/c(=C/c4ccccc4)c(=O)n3c2c1
    7	-0.2

The list goes on.
Order of values: D2 antag	D2 agonist
O=C(C1=C[C@@H]2[C@H]3C(=O)N(c4ccccc4Cl)C(=O)[C@H]3[C@@H](C(=O)c3ccc(Cl)cc3)N2C=C1)c1ccccc1
    17	1.4
COc1ccc(/C=C2\CCCC(C(=O)C(F)(F)F)=C2O)cc1OC
    -13	-0.9
Cc1ccc(C(=O)C2=C(O)C(=O)N(c3ncccn3)C2c2cccc(Cl)c2)o1 (stereo unspecified)
    21	0.6
COc1ccc(N(CC(=O)N/N=C/c2cc3ccc(OC)cc3nc2Cl)S(=O)(=O)c2ccccc2)cc1
    -9	-0.7
CCOc1[nH]n(-c2ccc(Cl)cc2)c(=O)c1C=Nc1ccc(C)cc1
    -8	0.0
CCOc1ccccc1NC(=O)c1ccc([N+](=O)[O-])cc1
    0	-2.6
COc1ccc(-n2c(=O)c3c4c(sc3n(Cc3cccc(F)c3)c2=O)CN(C(C)=O)CC4)c(OC)c1
    -12	-0.1
Cc1ccc(Nc2nc(C3CC3)cs2)cc1
    1	-0.9
Cc1ccn2c(C(=O)N/N=C/c3ccc(CNC(=O)C(=O)Nc4ccc(C)c(C)c4)o3)c(C)nc2c1
    3	0.1
COCCn1c(SCC(=O)Nc2ccc(OC)cc2)nc2c(oc3ccccc32)c1=O
    -7	1.7
O=C(O)c1cn(Cc2cccnc2)c(=O)c2ccccc12
    8	0.1
COc1ccc(Nc2sc(C(=O)Nc3cccc(Cl)c3)c(N)c2C(=O)Nc2ccccc2OC)cc1
    -2	4.9
O=C(CN1CCSCC1)N1CCc2[nH]c3ccc(Br)cc3c2C1
    -20	-0.4
CCOc1ccc2cc(C#N)c(SCC(=O)NC(C)CC)nc2c1 (stereo unspecified)
    0	-0.1
O=C(N/N=C/c1nn(-c2ccccc2)cc1-c1ccc(Cl)cc1)c1ccncc1
    -14	0.1
NNC(=O)c1nn(-c2ccccc2)cc1O
    1	2.0
COc1ccc(C)cc1NC(=O)C(c1ccccc1)N1CCNC(=O)C1 (stereo unspecified)
    22	2.7
COc1ccc(NC(=O)/C(Cl)=C(/Cl)S(=O)Cc2ccc(C)cc2)cn1 (stereo unspecified)
    13	1.1
CC(=O)Nc1ccc(/C(C)=N\NC(=O)c2ccc(-c3ccccc3)cc2)cc1
    -11	-0.1
Cc1ccc(/C(O)=C2/C(=O)C(=O)N(CCCn3ccnc3)C2c2ccccn2)cc1 (stereo unspecified)
    8	0.6

The closing 6 compounds of the section before lead into the next:
Order of values: D2 antag	D2 agonist
O=C(N/N=C/c1nn(-c2ccccc2)cc1-c1ccc(Cl)cc1)c1ccncc1
    -14	0.1
NNC(=O)c1nn(-c2ccccc2)cc1O
    1	2.0
COc1ccc(C)cc1NC(=O)C(c1ccccc1)N1CCNC(=O)C1 (stereo unspecified)
    22	2.7
COc1ccc(NC(=O)/C(Cl)=C(/Cl)S(=O)Cc2ccc(C)cc2)cn1 (stereo unspecified)
    13	1.1
CC(=O)Nc1ccc(/C(C)=N\NC(=O)c2ccc(-c3ccccc3)cc2)cc1
    -11	-0.1
Cc1ccc(/C(O)=C2/C(=O)C(=O)N(CCCn3ccnc3)C2c2ccccn2)cc1 (stereo unspecified)
    8	0.6
CCCCn1nnc(NC(=O)c2ccc(-c3cccc([N+](=O)[O-])c3)o2)n1
    -7	-0.9
Cc1ccc(N2C(=O)N(CC(=O)C(C)(C)C)c3ccccc3S2(=O)=O)cc1
    -6	0.0
O=C(N[C@H](C(=O)O)c1ccccc1)C1CCC(Cn2nnc3ccccc3c2=O)CC1 (stereo partly specified)
    -3	0.1
COc1cc(OC)c(C(=O)NCC(c2cccs2)N(C)C)cc1OC (stereo unspecified)
    17	1.5
O=S(=O)(Nc1nc2ccccc2nc1-[n+]1cccc(N=C([O-])c2ccccc2Cl)c1)c1ccccc1
    9	3.6
Cc1ccc(S(=O)(=O)N2CCCCC2)cc1C(=O)Nc1ncn[nH]1
    -2	0.2
Cc1ccc(SCc2cc(=O)n3ccsc3n2)c(C)c1
    4	0.8
Fc1ccccc1Cn1cnc(NC(=S)NCCc2ccccc2)n1
    40*	-0.2
Cc1ccc(C2C(C#N)=C(N)SC(N)=C2C#N)o1
    1	1.1
CCN(CC)CCn1c(SCC(=O)Nc2ccc(F)cc2)nc2c(sc3ccccc32)c1=O
    7	1.6
Cc1ccc(-n2ncc3c2ncn2c(-c4ccncc4)nnc32)cc1
    -1	-0.4
O=C(NC(=S)Nc1ccc2oc(=O)ccc2c1)c1ccc(-c2cccc(Cl)c2Cl)o1
    -21	0.3
C#CCOCCOCCOCCNc1nc(N2CCN(C(=O)CCCCCCCCCCNC(=O)[C@H]([C@@H](C)CC)n3cc(CCCCCN)nn3)CC2)nc(N2CCN(C(=O)CCCCCCCCCCNC(=O)[C@@H]([C@H](C)CC)n3cc(CCCCCN)nn3)CC2)n1
    -7	27
C#CCOCCOCCOCCNc1nc(N2CCN(C(=O)[C@H]([C@@H](C)CC)n3cc([C@@H](N)CC(C)C)nn3)CC2)nc(N2CCN(C(=O)[C@H](Cc3cc4ccccc4[nH]3)n3cc([C@@H](N)C(C)CC)nn3)CC2)n1 (stereo partly specified)
    11	-0.2
Cc1nc(NC(=O)c2ccccc2)sc1-c1csc(Nc2ccc(F)cc2)n1
    -17	-0.1
O=c1[nH]c(CN2CCC(c3nc4ccccc4s3)CC2)nc2sc3c(c12)CCC3
    -2	0.3
COc1ccc(N=C2S/C(=C\c3ccc(N4CCOCC4)o3)C(=O)N2CCc2c[nH]c3ccccc23)cc1
    -3	7.2
COc1ccc(N/C(=C(/C(Cl)=C(Cl)Cl)[N+](=O)[O-])n2nnc3ccccc32)cc1
    -23	0.4
O=C1CCCC/C1=N\Nc1ccc(C2CCCCC2)cc1
    2	0.0

Entries listed so far that have a COOH group (2):
Order of values: D2 antag	D2 agonist
O=C(O)c1cn(Cc2cccnc2)c(=O)c2ccccc12
    8	0.1
O=C(N[C@H](C(=O)O)c1ccccc1)C1CCC(Cn2nnc3ccccc3c2=O)CC1 (stereo partly specified)
    -3	0.1
